Bioassay records deposited in PubChem by National Center for Advancing Translational Sciences (NCATS).
VP16 counter: inhibits Gal4-VP16 luciferase reporter, ROR gamma counter-screen. AID 2546. actives 3.5% (n = 310,000). Drosophila S2 Gal4-VP16 UAS-luciferase, luminescence, 20 h. Potency, µM (highest dose often 53.6 µM), without a hit: top-dose activity, negative = inhibition, actives largely listed as inhibitors;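 note: Gal4-VP16 expression switched on by copper sulfate through the metallothionein promoter; % is set by controls: 0 for no effect and ±100 for the full control effect; nearly all actives have a fitted effect of over 50% in size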
Rab9 prom act: activates the Rab9 promoter; Huh7 Rab9 promoter-luciferase reporter, luminescence, 24 h; Potency, µM (top dose mostly 9.22 µM), for inactives: at the highest dose activation, negative = inhibition, usual class: activators; actives 2.8% (n = 320,000); AID 485297; note: % of control where 0% means no effect; nearly all actives have a fitted effect of over 60% in size
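Luminescence read-out: Huh7 cells stably expressing Rab9-luciferase, treated 24 h with compound at 37 °C, then lysed with luciferase reagent for 10 min at ambient before reading.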
uPA generation: blocks generation of uPA at the cell surface; cell surface uPA generation assay, qHTS; Potency, µM (highest dose often 38.3 µM), inactives show top-dose activity change, negative = inhibition, most hits filed as inhibitors; actives 0.31% (n = 330,000); active = well fitted inhibition curve with a large enough effect; inconclusive = small, poorly fitted or top-dose-only effect; inactive = no such curve, though single readings can be large or run the other way; tested in mouse RAW 264.7 cells; note: % is set by controls: 0 for no effect and ±100 for the full control effect; nearly all actives have a fitted effect of over 55% in size
RORg inh: inhibitors of mouse ROR gamma transcriptional activity; P51450; Drosophila S2 Gal4-RORgamma UAS-luciferase reporter, 20 h; Potency, µM (highest dose often 53.6 µM), inactives show top-dose activity change, negative = inhibition, most hits filed as inhibitors; actives 5.4% (n = 310,000); note: % is set by controls: 0 for no effect and ±100 for the full control effect; nearly all actives have a fitted effect of over 60% in size
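A Gal4/UAS one-hybrid system in insect cells: metallothionein-promoter Gal4–ROR gamma fusion plus Photinus luciferase reporter. Copper sulfate 700 uM final, 20 hr ambient incubation, luminescent detection after 10 min with reagent.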
ELG1 genotoxic: inducers of genotoxicity in HEK293T ELG1-luciferase cells; actives 1.3% (n = 330,000); Potency, µM (highest dose often 46 µM), without a hit: at the highest dose activity change, positive = activation, usual class: activators; AID 504466; HEK293T ELG1-luciferase reporter, luminescence, 16 h; note: % of control where 0% means no effect; nearly all actives have a fitted effect of over 60% in size
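HEK293T cells expressing luciferase-tagged ELG1 were treated with compound or DMSO for 16 hr at 37°C. Luciferase activity was then read after 30 min with ONE-Glo at room temperature; rising signal flags genetic stress.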
FLuc counter: counter-screen for miR-21 project: firefly luciferase inhibitors or activators | P08659 | purified FLuc, Km substrates, luminescence inhibition | Potency, µM (titrated, usually from 57.5 µM), for inactives: top-dose activity change, negative = inhibition, usual class: inhibitors | actives 6.9% (n = 360,000);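 note: plate controls were vehicle for no effect and reference inhibitor for full effect; nearly all actives have a fitted effect of over 55% in size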
Target sequence (P08659 whole entry, looked up): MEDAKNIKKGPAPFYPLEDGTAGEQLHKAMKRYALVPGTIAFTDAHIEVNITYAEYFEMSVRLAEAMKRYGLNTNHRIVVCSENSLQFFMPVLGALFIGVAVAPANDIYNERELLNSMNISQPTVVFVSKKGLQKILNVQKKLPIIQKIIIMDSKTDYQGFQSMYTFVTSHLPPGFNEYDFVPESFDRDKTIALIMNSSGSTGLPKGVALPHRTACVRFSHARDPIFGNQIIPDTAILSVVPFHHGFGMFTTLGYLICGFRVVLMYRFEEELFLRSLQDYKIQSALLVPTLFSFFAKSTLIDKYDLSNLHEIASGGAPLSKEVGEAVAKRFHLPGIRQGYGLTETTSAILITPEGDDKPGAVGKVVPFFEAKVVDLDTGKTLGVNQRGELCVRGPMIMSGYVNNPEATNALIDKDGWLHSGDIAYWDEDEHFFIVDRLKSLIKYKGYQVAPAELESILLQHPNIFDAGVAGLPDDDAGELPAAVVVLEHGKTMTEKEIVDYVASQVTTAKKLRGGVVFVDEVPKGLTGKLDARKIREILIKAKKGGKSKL
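Purified P. pyralis luciferase, 10 nM final, with Km-level 10 uM D-luciferin and 10 uM ATP in 50 mM Tris acetate pH 7.5, 10 mM Mg acetate, 0.01% Tween-20, 0.05% BSA; 6-point qHTS titration about 60 µM downward; luminescence read.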
BRCA1 expr up: BRCA1 expression activation; MCF7-BRCA1-FFLuc reporter, luminescence, 48 h; response scale: scaled: vehicle 0%, 10 µM genistein 100%; Potency, µM (titrated, usually from 46.1 µM), for the others: top-dose activation, hits mostly activators; actives 1.1% (n = 380,000); note: nearly all actives have a fitted effect of over 80% in size; some results filed as inactive show a strong effect at the top dose
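Compounds are tested at multiple concentrations on MCF7 BRCA1-luciferase reporter cells seeded at 2000 per well; after 48 h, a single luminescence end-point is taken and curves fitted to the normalized data.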
p53 reactivation: mutant p53 re-activation in reporter cells | Potency, µM (doses to about 92.2 µM), for the others: top-dose activity change, positive = activation, most hits filed as activators | AID 504706 | actives 0.063% (n = 320,000) | H1299 p53-A138V BP100-luciferase reporter, luminescence, 24 h; note: % of control where 0% means no effect; nearly all actives have a fitted effect of over 45% in size
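H1299 (p53-null), stable ts p53-A138V + BP100-Luc; 1000 cells/well, Opti-MEM/10% FBS; cpd 4 pt, 1:5; 24 h, 37 deg C, 5% CO2; detection reagent 10 min RT; luminescence.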
MBNL1 CUG block: blocks human MBNL1 binding to CUG repeat RNA; actives 0.036% (n = 280,000); Q9NR56; Potency, µM (highest dose often 57.5 µM), without a hit: top-dose activity change, negative = inhibition, most hits filed as inhibitors; TR-FRET MBNL1-His/biotin-(CUG)12 binding, 665/545 ratio; active = well fitted inhibition curve with a large enough effect in the signal ratio, with a control signal flat, not every such curve was filed as active; inconclusive = small, poorly fitted or top-dose-only effect, or effect the other way, or a change in a side signal; inactive = no such curve, though single readings can be large or run the other way; the % refers to the signal ratio; note: % is set by controls: 0 for no effect and ±100 for the full control effect
Target sequence (Q9NR56 whole entry, looked up): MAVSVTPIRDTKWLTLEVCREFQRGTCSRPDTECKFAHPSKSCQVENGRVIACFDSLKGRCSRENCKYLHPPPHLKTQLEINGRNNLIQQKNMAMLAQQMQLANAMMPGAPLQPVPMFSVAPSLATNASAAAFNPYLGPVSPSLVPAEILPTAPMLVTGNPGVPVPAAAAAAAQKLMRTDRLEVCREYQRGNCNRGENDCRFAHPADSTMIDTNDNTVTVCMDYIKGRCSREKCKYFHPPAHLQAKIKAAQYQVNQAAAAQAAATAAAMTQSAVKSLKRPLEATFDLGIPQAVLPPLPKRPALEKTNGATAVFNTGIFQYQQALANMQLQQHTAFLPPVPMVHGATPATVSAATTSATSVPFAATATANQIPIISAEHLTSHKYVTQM
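Inhibition of protein-RNA binding appears as loss of TR-FRET between terbium anti-His antibody on MBNL1-His and streptavidin-XL665 on biotin-(CUG)12. Activity is normalized to buffer-only and uninhibited-complex controls.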
NPC1 promoter act: activates the NPC1 promoter; Huh7 NPC1 promoter luciferase reporter, 24 h; Potency, µM (top dose mostly 9.22 µM), inactives show top-dose activation, actives largely listed as activators; actives 2.4% (n = 320,000); AID 485313;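 note: % of control where 0% means no effect; nearly all actives have a fitted effect of over 60% in size; reporter is driven by a mutant NPC1 promoter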
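Readout is luciferase luminescence, reflecting NPC1 promoter activation in stably transfected Huh7 cells after 24 h compound exposure at 37 °C in reduced-serum medium with 10% FBS.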
Active calls of the source: *; ? = inconclusive; . = not tested or not shown; & = joins results of further samples. Unless noted, calls come from the whole dose curve; as a rule, active = well fitted curve in the direction sought with a large enough effect; inconclusive = small, poorly fitted or top-dose-only effect, or another doubt; inactive = no such curve, though single readings can be large; an effect the other way counts as inactive or inconclusive. Potency is the fitted concentration of half-maximal effect.

cpd | molecule | VP16 counter | Rab9 prom act | uPA generation | RORg inh | ELG1 genotoxic | FLuc counter | BRCA1 expr up | p53 reactivation | MBNL1 CUG block | NPC1 promoter act
1 | Cc1sc2nc(CN3CCN(S(=O)(=O)c4cccc5nonc45)CC3)[nH]c(=O)c2c1C | 12% | 3% | -1% | 22% | 4% | -1% | -31% | -1% | 18% | -1%
2 | CC1CCN(S(=O)(=O)c2ccc(C(=O)Nc3nnc(-c4ccncc4)o3)cc2)CC1 | 4µM* | -10% | -11% | 1.1µM* | -10% | ? | -4% | 6% | 6% | -7%
3 | CCOC(=O)c1[nH]c2cc(OC)c(OC)cc2c1NC(=O)CN1CCN(c2ccc(OC)cc2)C(C)C1 (stereo not drawn) | -30% | -7% | . | ? | -9% | 4% | . | -8% | 11% | 0%
4 | O=C(CSc1ccc(Cl)cc1)Nc1ccc(N2CCN(C(=O)c3ccco3)CC2)cc1 | -20% | -7% | -9% | -88% | -19% | 2% | -45% | 12% | -1% | -2%
5 | COc1ccc(S(=O)(=O)NC(CC(=O)NCc2ccc3c(c2)OCO3)c2ccco2)cc1 (stereo not drawn) | 0% | -6% | 3% | 2% | -2% | -2% | 0% | 5% | -2% | -2%
6 | O=C(Cn1[nH]c(=O)c2ccccc2c1=O)OCC(=O)c1ccccc1Cl | . | 1% | -1% | . | 4% | -12% | 7% | 1% | . | 1%
7 | O=C(OCc1cn(-c2ccc(Cl)c(Cl)c2)nn1)c1ccccc1 | -5% | 0% | 6% | 4% | -3% | ? | 2% | 7% | 0% | 4%
8 | CCOc1ccc(CNC(=O)CCC(=O)N2Cc3ccccc3Oc3ncccc32)cc1 | -10% | -1% | -2% | 7% | -2% | 5%&-2% | 11% | 0% | 2% | 4%
9 | O=C(c1nc2ccc(Cl)cn2c1CN1CCC(O)CC1)N1CCc2ccccc2C1 | -2% | 19% | -1% | 3% | 7% | 0% | 3% | 12% | 3% | -5%
10 | Cc1cc(C)c(NC(=O)CNC(=O)c2cc(C3CC3)nn2-c2ccccc2)c(C)c1 | . | -4% | -5% | . | 1% | 4% | -9% | -2% | . | 1%
11 | Cc1csc(SCC(=O)NC23CC4CC(CC(C4)C2)C3)n1 | -3% | 3% | 8% | 4% | -2% | -19% | 9% | 2% | 2% | 1%
12 | Cc1ccc(S(=O)(=O)N2CCN(S(=O)(=O)c3ccc(C)cc3)C2)cc1 | -4% | 0% | 4% | 1% | -2% | -1% | -3% | -4% | -6% | -4%
13 | COc1ccc(-c2[nH]c3ccccc3c2SCCNC(=O)c2cc3ccccc3oc2=O)cc1 | 0% | -2% | -11% | ? | -3% | -4% | -53% | 4% | 0% | 0%
14 | NS(=O)(=O)c1ccc(CCNC(=O)C2Cc3ccccc3CN2C(=O)c2ccco2)cc1 (stereo not drawn) | 9% | -2% | -1% | 1% | 2% | 1% | -1% | 1% | -9% | 1%
15 | Cc1ccc2c(c1)c1c(n2CC(O)CNC(C)(C)C)CCCC1 (stereo not drawn) | 6% | -26% | -12% | -14% | -3% | 0% | -40% | -4% | -8% | -5%
16 | O=C(O)CCC(=O)N1CCc2cc(S(=O)(=O)N3CC=C(c4ccccc4)CC3)ccc21 | -7% | 2% | 8% | -6% | 0% | 1% | -2% | -3% | -24% | 3%
17 | COCCNC(=O)c1cccc(OC2CCN(Cc3ccc(F)c(OC)c3)CC2)c1 | 2% | -2% | 0% | -6% | -8% | 0% | -15% | -7% | 0% | -5%
18 | Cc1ccc(C(=O)Nc2ccc(C(=O)N/N=C/c3c[nH]c4ccccc34)cc2)cc1 | -23% | 2% | 6% | 4% | 3% | ? | -39% | -6% | 12% | 11%
19 | Cc1cc2ncn(C(=O)N3CCCCC3)c2cc1C | 29% | 10% | -1% | -13% | 8% | -13% | ? | 6% | 6% | -2%
20 | COc1ccc(NC(=O)N(Cc2ccc(C)cc2)Cc2cccnc2)c(OC)c1 | -1% | 4% | 8% | 1% | 2% | 0% | -28% | -5% | -19% | 2%
21 | CC(=O)Nc1nc(-c2ccc3c(c2)CCN3C(=O)C2CC2)c(C)s1 | 6% | -1% | -6% | 13% | -25% | ? | 10% | 11% | 2% | -4%
22 | CC(=O)Nc1cccc(OCCCNS(=O)(=O)c2ccc(C#N)cc2)c1 | -16% | 1% | 1% | 91% | -10% | 2% | -17% | -9% | 1% | 0%
23 | Cc1ccc2nc(SCC(=O)Nc3ccccc3F)nc(=O)n2c1 | . | 1% | 0% | . | 4% | 4% | 0% | -6% | . | -1%
24 | CCOC(=O)c1c(C)[nH]c(C)c1C(=O)CSc1nnnn1-c1ccccc1 | 5% | -1% | 4% | 0% | 1% | -3% | -26% | 1% | -4% | -3%
25 | COc1ccc(CN2CCN(Cc3ccc(C)cc3)C(CCO)C2)cc1OC (stereo not drawn) | -10% | -1% | 15% | -5% | -7% | -1% | 3% | 5% | -12% | 6%
26 | Nc1nc(Cl)c(C=O)c(N2CCCCC2)n1 | 6% | 3% | -4% | -9% | 2% | 2% | -3% | 12% | -1% | -1%
27 | COc1ccc(C(=O)N2CC=C(c3ccccc3)CC2)cc1S(=O)(=O)N1CCOCC1 | 7% | 1% | 2% | 33% | 0% | 0% | -5% | 2% | 16% | -3%
28 | CC(C)N1CCN(Cc2cn[nH]c2C2CCCCC2)CC1CCO (stereo not drawn) | -4% | 11% | 2% | -12% | 1% | 0% | -9% | 1% | 0% | -1%
29 | O=C(N/N=C/c1c(O)n(-c2ccccc2Cl)c(=O)c2ccccc12)C1COc2ccccc2O1 (stereo not drawn) | 2.8µM* | 6% | -3% | 4µM* | -4% | -18% | -76% | 10% | 15% | 0%
30 | Cc1cc(C(=O)O)ccc1-n1c(C)cc(C=C2C(=O)c3ccccc3C2=O)c1C | -1% | 10% | -4% | ? | 8% | ? | -1% | -1% | ? | 1%
31 | Cc1ccc(C(=O)NC2CC(C)(C)NC(C)(C)C2)c(C)c1 | -11% | -2% | -4% | 4% | -1% | -1% | -8% | -3% | -6% | 0%
32 | CCCc1nnc(NC(=O)CCC(=O)Nc2ccc(Br)cc2)s1 | 0% | -5% | 8% | -3% | ? | -2% | -15% | 0% | -8% | -9%
33 | CN(CC(=O)NC(=O)NC1CCCCC1)CC(=O)Nc1ccc(OC(F)(F)F)cc1 | . | -3% | 0% | . | -8% | -2% | -51% | ? | . | -2%
34 | CN(CCC#N)C(=O)COC(=O)c1ccc2c(=O)n3c(nc2c1)CCC3 | -3% | -1% | -3% | 12% | -12% | 6% | 5% | 9% | . | -3%
35 | Cc1cnc(CNC(=O)c2ccc(OC3CCN(C(=O)C4CC4)CC3)cc2)cn1 | -5% | 0% | 0% | -2% | 1% | -2% | -15% | 0% | 2% | -7%
36 | Cc1ccc(NC(=O)c2cc(S(=O)(=O)N3CCCCC3)ccc2N2CCOCC2)cc1F | 7% | 3% | -2% | 3% | 1% | -1% | -39% | -2% | -5% | -5%
37 | CCOC(=O)CNC(=O)Cn1cnc2c(nnn2-c2cccc(OC)c2)c1=O | -1% | -1% | 6% | 4% | 0% | 2% | -3% | -1% | -2% | 2%
38 | COc1ccc(-c2oc3c(OC)c(OC)c(OC)c(O)c3c(=O)c2OC)cc1OC | ? | 2% | -29% | 11µM* | -9% | 1% | -79% | 2% | ? | -5%
39 | COC(C[C@@H](O)CC(=O)[C@H](C)OCc1ccccc1)OC | -17% | -6% | 5% | 21% | 1% | 0% | 5% | 7% | -4% | -3%
40 | COc1ccc(CCNC(=O)COc2ccc([N+](=O)[O-])cc2)cc1 | -9% | -3% | -4% | 5% | -1% | -1% | -14% | -5% | 15% | -3%
41 | CCCNCc1cc(OC)c(OCCC)cc1Cl | -12% | -8% | -4% | -44% | -3% | 0% | -2% | -7% | -3% | -2%

From no. 35 as far as 41, copied from above:
cpd | molecule | VP16 counter | Rab9 prom act | uPA generation | RORg inh | ELG1 genotoxic | FLuc counter | BRCA1 expr up | p53 reactivation | MBNL1 CUG block | NPC1 promoter act
35 | Cc1cnc(CNC(=O)c2ccc(OC3CCN(C(=O)C4CC4)CC3)cc2)cn1 | -5% | 0% | 0% | -2% | 1% | -2% | -15% | 0% | 2% | -7%
36 | Cc1ccc(NC(=O)c2cc(S(=O)(=O)N3CCCCC3)ccc2N2CCOCC2)cc1F | 7% | 3% | -2% | 3% | 1% | -1% | -39% | -2% | -5% | -5%
37 | CCOC(=O)CNC(=O)Cn1cnc2c(nnn2-c2cccc(OC)c2)c1=O | -1% | -1% | 6% | 4% | 0% | 2% | -3% | -1% | -2% | 2%
38 | COc1ccc(-c2oc3c(OC)c(OC)c(OC)c(O)c3c(=O)c2OC)cc1OC | ? | 2% | -29% | 11µM* | -9% | 1% | -79% | 2% | ? | -5%
39 | COC(C[C@@H](O)CC(=O)[C@H](C)OCc1ccccc1)OC | -17% | -6% | 5% | 21% | 1% | 0% | 5% | 7% | -4% | -3%
40 | COc1ccc(CCNC(=O)COc2ccc([N+](=O)[O-])cc2)cc1 | -9% | -3% | -4% | 5% | -1% | -1% | -14% | -5% | 15% | -3%
41 | CCCNCc1cc(OC)c(OCCC)cc1Cl | -12% | -8% | -4% | -44% | -3% | 0% | -2% | -7% | -3% | -2%
